Bioassay records: PubChem BioAssay, several laboratories
MT1-MMP txn act = activates MT1-MMP transcription | 86,000 tested, 0.16% active | HT1080 MT1-MMP promoter luciferase reporter, luminescence, overnight; active compounds read high | activation factor at 10 µM | AID 750;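 active means activation factor of at least 2 for MT1-MMP transcription at 10 µM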
ERa coact pot = ER-alpha (human) coactivator binding potentiation; P03372; TR-FRET ERalpha-LBD/SRC-Cy5 coactivator binding, 2 h; 100 = basal binding, no effect; coactivator binding (% of control), % at 25.6 µM; 86,000 tested, 1.3% active; AID 639; in the data active means activity above about 200%;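 further: binding measured in presence of low estradiol as agonist stimulus; 0% = peptide alone without receptor and 100% = receptor with peptide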
Target sequence (P03372 whole entry, looked up, the tested form may be a part): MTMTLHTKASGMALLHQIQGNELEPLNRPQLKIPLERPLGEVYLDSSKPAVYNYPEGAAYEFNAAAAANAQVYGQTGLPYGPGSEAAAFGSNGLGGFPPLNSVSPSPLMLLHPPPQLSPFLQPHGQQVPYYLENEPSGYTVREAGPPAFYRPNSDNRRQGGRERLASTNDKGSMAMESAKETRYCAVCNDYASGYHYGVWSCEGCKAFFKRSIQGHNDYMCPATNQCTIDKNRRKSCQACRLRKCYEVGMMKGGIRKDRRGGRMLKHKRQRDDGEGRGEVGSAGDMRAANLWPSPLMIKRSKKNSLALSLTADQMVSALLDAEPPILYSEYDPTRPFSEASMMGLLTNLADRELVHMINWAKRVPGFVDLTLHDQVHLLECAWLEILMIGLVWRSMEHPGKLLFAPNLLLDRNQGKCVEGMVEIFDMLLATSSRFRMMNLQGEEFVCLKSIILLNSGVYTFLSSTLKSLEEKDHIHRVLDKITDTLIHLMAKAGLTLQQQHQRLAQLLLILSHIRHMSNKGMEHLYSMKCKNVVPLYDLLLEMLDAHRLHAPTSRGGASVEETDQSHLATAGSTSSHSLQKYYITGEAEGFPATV
PLAP act = human PLAP activation; purified PLAP enzyme, luminescent substrate read-out; active compounds read high; activation fold at 20 µM; P05187; 96,000 tested, 1.2% active; in the data active means activation fold above about 2
Ecoli WT expand = E. coli BW25113 growth inhibition, expanded screen; 98,000 tested, 0.15% active; OD600 absorbance; growth inhibition, % at 100 µM;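 active means growth inhibition above about 50% at one test dose, limit read from the data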;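 further: growth measured after 20 h incubation at 37 °C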
Mac1 fbg inh = inhibitors of human CD11b/CD18 binding to fibrinogen. K562 CD11b/CD18 adhesion to fibrinogen, ATPlite luminescence; Mn2+ added to activate the integrin. inhibition, % at 10 µM. AID 1497. P05107+P11215. 93,000 tested, 0.54% active;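 active means primary inhibition of 50% or more at 10 µM, then 40% or more on retest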; further: some results filed as inactive read as strong as hits
ERb SRC1 inh = ER-beta (human) coactivator binding inhibition; TR-FRET ER-beta LBD / SRC1-Cy5 peptide binding; receptor agonist-loaded with 1 µM estradiol; inhibition, % at 25.6 µM; 86,000 tested, 1.3% active; AID 633;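 active means compounds whose percent inhibition of the receptor-coactivator binding signal exceeds about 50% in the single-dose screen, limit read from the data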;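 further: 0% = receptor plus peptide wells without compound and 100% = peptide-only wells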
ERa coact inh = blocks coactivator binding to human estrogen receptor alpha; P03372; TR-FRET ER-alpha LBD / SRC-1 peptide, estradiol-bound; inhibition, % at 25.6 µM; 86,000 tested, 1.7% active; AID 629; in the data active means inhibition above about 50%;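 further: 0% = receptor plus peptide control and 100% = peptide only without receptor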
CD11b adhes enh = CD11b/CD18-fibrinogen binding enhancement | K562 CD11b/CD18 adhesion to fibrinogen, ATPlite luminescence | activation, % at 10 µM | 93,000 tested, 0.07% active;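 active means 10 µM primary screen giving 50% or more activity, confirmed by 40% or more on retest at that dose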; further: strong numbers were not always called active; reference of the scale not given here
FAK blocker = inhibitors of human focal adhesion kinase; 97,000 tested, 0.84% active; biochemical FAK kinase activity assay; Q05397; inhibition, %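 (tested at 7 µM)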; AID 727; in the data active means inhibition above about 19%;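 further: 0% = DMSO and 100% = reference compound high control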
The depositor's hits bear a star; [ ] = remark or other dose.

C=CCN1/C(=C(\C#N)C2=NS(=O)(=O)c3ccccc32)N(C)c2ccccc21 was read as PLAP act 1.2, Ecoli WT expand -6, Mac1 fbg inh 3, CD11b adhes enh 0 and FAK blocker -1.
For Cn1c(CNC(=O)c2cccs2)nnc1SCC(=O)Nc1ccc(Cl)cc1 the results were MT1-MMP txn act 1.2, ERa coact pot 99, ERb SRC1 inh -2, ERa coact inh -10 and FAK blocker 0.
N#CCCn1c(-c2nonc2NC(=O)c2ccccc2Cl)nc2ccccc21 was read as PLAP act 1, Ecoli WT expand -1, Mac1 fbg inh -21, CD11b adhes enh 2 and FAK blocker -2.
`COc1ccc(-c2csc(NC(=O)c3nc(-c4ccccc4)oc3C)n2)cc1` gave PLAP act 1, Ecoli WT expand -9, Mac1 fbg inh 5, CD11b adhes enh -2 and FAK blocker -3.
Screening Cc1cc(C(=O)NCCN2CCN(c3cccc(Cl)c3)CC2)n(-c2ccccc2)n1 returned MT1-MMP txn act 0.4, ERa coact pot 95, PLAP act 1.6, Ecoli WT expand 4, Mac1 fbg inh 25, ERb SRC1 inh 1, ERa coact inh 11 and CD11b adhes enh -3.
For CC(C(=O)c1ccc(-c2ccccc2)cc1)[n+]1ccccc1 (stereo unspecified) the results were PLAP act 0.9, Ecoli WT expand 4, Mac1 fbg inh 4, CD11b adhes enh 1 and FAK blocker 5.
For COC(=O)c1ccc(/C=N/n2cnnc2)cc1 the results were MT1-MMP txn act 1.1, ERa coact pot 101, PLAP act 1, Ecoli WT expand -6, Mac1 fbg inh -4, ERb SRC1 inh 4, ERa coact inh 5, CD11b adhes enh -2 and FAK blocker -5.
For COc1cc(Cl)cc(NC(=O)CCN2CCN(C)CC2)c1 the results were MT1-MMP txn act 1.1, ERa coact pot 114, PLAP act 1, Ecoli WT expand -1, Mac1 fbg inh -6, ERb SRC1 inh -15[fluorescence artefact?], ERa coact inh 6[fluorescence artefact?], CD11b adhes enh -2 and FAK blocker -2.
For CSc1ccc(Cl)c(C(=O)NCc2ccco2)c1 the results were MT1-MMP txn act 1.2, ERa coact pot 106, PLAP act 1, Ecoli WT expand -2, Mac1 fbg inh 0, ERb SRC1 inh 9[fluorescence artefact?], ERa coact inh 12[fluorescence artefact?], CD11b adhes enh -2 and FAK blocker 1.
`Cc1ccc(CNC(=O)C(=O)NCC2CCCO2)cc1` (stereo unspecified) gave MT1-MMP txn act 1.2, ERa coact pot 106[fluorescence artefact?], ERb SRC1 inh -13, ERa coact inh -13 and FAK blocker -2.
COc1ccc(C(=O)c2coc3ccc(O)c(CN(C)C)c23)cc1 was read as MT1-MMP txn act 1.1, ERa coact pot 99[fluorescence artefact?], PLAP act 1.5, Ecoli WT expand -3, Mac1 fbg inh -10, ERb SRC1 inh -5, ERa coact inh -7, CD11b adhes enh 2 and FAK blocker 0.
`COc1ccc(-n2c(NC(=O)c3ccco3)c(C#N)c3nc4ccccc4nc32)cc1` gave MT1-MMP txn act 0.9, PLAP act 1.1, Ecoli WT expand 0, Mac1 fbg inh 7, CD11b adhes enh 12 and FAK blocker 21*.
COc1ccc(C)cc1NC(=O)NC1CCN(Cc2ccccc2)CC1 was read as MT1-MMP txn act 1.2, ERa coact pot 86, PLAP act 1.4, Ecoli WT expand -3, Mac1 fbg inh 5, ERb SRC1 inh -10, ERa coact inh -11, CD11b adhes enh 0 and FAK blocker -2.
Screening CCSc1n[nH]c2nc3c(c(=O)n12)C1(CCCC1)Cc1ccccc1-3 returned MT1-MMP txn act 1.1, ERa coact pot 103, PLAP act 1.3, Ecoli WT expand -2, ERb SRC1 inh -4, ERa coact inh 3 and FAK blocker -6.
COc1ccccc1N(CC(=O)Nc1ccccc1C)S(C)(=O)=O was read as MT1-MMP txn act 1.1, ERa coact pot 112, ERb SRC1 inh -5, ERa coact inh -2 and FAK blocker -1.
For Cc1ccc2c(C)nc(Nc3nc(CSc4nnc(C)s4)cc(=O)[nH]3)nc2c1 the results were MT1-MMP txn act 1.1, ERa coact pot 139, PLAP act 1.1, Ecoli WT expand -4, Mac1 fbg inh -20, ERb SRC1 inh 6, ERa coact inh 17, CD11b adhes enh -1 and FAK blocker -4.
Screening Cc1c(NS(=O)(=O)c2ccccc2)c(=O)n(-c2ccccc2)n1C returned MT1-MMP txn act 1.1, ERa coact pot 106, PLAP act 1, Ecoli WT expand 0, Mac1 fbg inh 1, ERb SRC1 inh -7, ERa coact inh 5, CD11b adhes enh 0 and FAK blocker -1.
For O=S(=O)(c1ccc2ccccc2c1)N1CCN(C2CCN(Cc3ccccc3)CC2)CC1 the results were MT1-MMP txn act 1, ERa coact pot 93, PLAP act 1.5, Ecoli WT expand 5, Mac1 fbg inh 6, ERb SRC1 inh 0, ERa coact inh 3, CD11b adhes enh -3 and FAK blocker -2.
`CCOc1ccc2[nH]c(=O)c(CN(Cc3ccc(F)cc3)C(=O)c3ccco3)cc2c1` gave MT1-MMP txn act 1, ERa coact pot 77[fluorescence artefact?], PLAP act 1, Ecoli WT expand -7, Mac1 fbg inh -1, ERb SRC1 inh 20, ERa coact inh 45, CD11b adhes enh -2 and FAK blocker -6.
For Nc1nnc(SC2CC(=O)N(c3ccccc3)C2=O)s1 (stereo unspecified) the results were MT1-MMP txn act 1.1, ERa coact pot 101, PLAP act 0.8, Ecoli WT expand 20, Mac1 fbg inh 27, ERb SRC1 inh 6, ERa coact inh -5, CD11b adhes enh -4 and FAK blocker -2.

Of the compounds above, these have a cyano group:
C=CCN1/C(=C(\C#N)C2=NS(=O)(=O)c3ccccc32)N(C)c2ccccc21 was read as PLAP act 1.2, Ecoli WT expand -6, Mac1 fbg inh 3, CD11b adhes enh 0 and FAK blocker -1.
N#CCCn1c(-c2nonc2NC(=O)c2ccccc2Cl)nc2ccccc21 was read as PLAP act 1, Ecoli WT expand -1, Mac1 fbg inh -21, CD11b adhes enh 2 and FAK blocker -2.
`COc1ccc(-n2c(NC(=O)c3ccco3)c(C#N)c3nc4ccccc4nc32)cc1` gave MT1-MMP txn act 0.9, PLAP act 1.1, Ecoli WT expand 0, Mac1 fbg inh 7, CD11b adhes enh 12 and FAK blocker 21*.

Later entries.
For COc1ccc2c(c1)C(C)=CC(C)(C)N2C(=O)CNCc1ccc2c(c1)OCO2 the results were MT1-MMP txn act 0.9, ERa coact pot 128, PLAP act 1.7, Ecoli WT expand 9, Mac1 fbg inh -1, ERb SRC1 inh -6, ERa coact inh -6, CD11b adhes enh 1 and FAK blocker 3.
Screening O=C(CSc1ccccc1)N1CCN(c2ccccc2)CC1 returned MT1-MMP txn act 1.4, ERa coact pot 111, Ecoli WT expand 6, ERb SRC1 inh -6, ERa coact inh -28 and FAK blocker -1.
CCC(C)NC(=O)CSc1nnc(-c2ccoc2C)n1CC1CCCO1 (stereo unspecified) was read as MT1-MMP txn act 1.2, ERa coact pot 112, PLAP act 1, Ecoli WT expand 8, Mac1 fbg inh 1, ERb SRC1 inh -8, ERa coact inh -4, CD11b adhes enh -4 and FAK blocker -4.
`COCCNC(=O)C(c1cccc(OC)c1)N(C(=O)Cn1nnc2ccccc21)c1cccnc1` (stereo unspecified) gave MT1-MMP txn act 1.1, ERa coact pot 106[fluorescence artefact?], PLAP act 1.2, Ecoli WT expand -1, Mac1 fbg inh 35, ERb SRC1 inh -6, ERa coact inh -6, CD11b adhes enh -2 and FAK blocker 8.
Screening C=CCn1c(SCC(=O)c2cc(C)n(C(C)COC)c2C)nc2sc(C)c(C)c2c1=O (stereo unspecified) returned MT1-MMP txn act 0.9, ERa coact pot 97, PLAP act 1.7, Ecoli WT expand -9, Mac1 fbg inh 13, ERb SRC1 inh -5, ERa coact inh -9, CD11b adhes enh 2 and FAK blocker 5.
COc1ccc(-n2cnnc2SCC(=O)N2CCN(S(=O)(=O)c3ccccc3)CC2)cc1 was read as PLAP act 1.7, Ecoli WT expand -3, Mac1 fbg inh 9, CD11b adhes enh 0 and FAK blocker -2.
Screening Cc1cccc(C(=O)n2c(=S)nc3ccccn32)c1 returned MT1-MMP txn act 1.8, ERa coact pot 77, PLAP act 0.9, Ecoli WT expand 0, Mac1 fbg inh -30, ERb SRC1 inh 6, ERa coact inh 4, CD11b adhes enh -2 and FAK blocker -1.
For COC(=O)c1cccc(NC(=O)Cc2coc3cc(OC)ccc23)c1 the results were MT1-MMP txn act 1.1, ERa coact pot 115, Ecoli WT expand -5, ERb SRC1 inh -5, ERa coact inh -2 and FAK blocker 5.
`c1ccc(-c2nc3ccccc3o2)nc1` gave MT1-MMP txn act 1.4, ERa coact pot 105, PLAP act 0.9, Ecoli WT expand 9, ERb SRC1 inh -4, ERa coact inh 7 and FAK blocker 5.
Screening CSCCC(NC(N)=O)C(=O)N(C)CC(=O)Nc1cc(C)ccc1C (stereo unspecified) returned MT1-MMP txn act 1, ERa coact pot 85, PLAP act 1.2, Ecoli WT expand -3, Mac1 fbg inh -9, ERb SRC1 inh 0, ERa coact inh -2, CD11b adhes enh -6 and FAK blocker 2.
c1ccc(OCCSc2nnnn2C2CCCCC2)cc1 was read as MT1-MMP txn act 1.1, ERa coact pot 113, PLAP act 1.2, Mac1 fbg inh -2, ERb SRC1 inh -1[fluorescence artefact?], ERa coact inh 3, CD11b adhes enh -1 and FAK blocker 2.
COc1ccc(CC(=O)OCC(=O)Nc2ccc(Cl)cn2)cc1 was read as MT1-MMP txn act 1.3, ERa coact pot 93, PLAP act 0.8, Ecoli WT expand 8, Mac1 fbg inh -11, ERb SRC1 inh -7, ERa coact inh -3, CD11b adhes enh 3 and FAK blocker 0.
`c1ccc(-c2nc3nc4ccccc4nc3n2Cc2ccco2)cc1` gave MT1-MMP txn act 1.7, ERa coact pot 97, PLAP act 1.3, Ecoli WT expand -4, Mac1 fbg inh 10, ERb SRC1 inh 6, ERa coact inh -3, CD11b adhes enh 2 and FAK blocker -1.
`Cc1sc(NC(=O)COc2cccc(-n3cnnn3)c2)c(C#N)c1C` gave MT1-MMP txn act 1.2, ERa coact pot 110, PLAP act 0.9, Ecoli WT expand -10, Mac1 fbg inh -12, ERb SRC1 inh -1, ERa coact inh 10[fluorescence artefact?], CD11b adhes enh 0 and FAK blocker 5.
Screening O=C(c1ccco1)N1CCN(C(=O)c2snc3ccc(Cl)cc23)CC1 returned MT1-MMP txn act 1.2, ERa coact pot 112, PLAP act 1.1, Ecoli WT expand 3, Mac1 fbg inh 4, ERb SRC1 inh 0[fluorescence artefact?], ERa coact inh 1, CD11b adhes enh -4 and FAK blocker 1.
`CC1CNCCN1S(=O)(=O)c1cccc2cnccc12` (stereo unspecified) gave MT1-MMP txn act 1.1, ERa coact pot 123, ERb SRC1 inh 2 and ERa coact inh -5.
`CN=c1oc2ccc(Cl)cc2cc1C(N)=O` gave MT1-MMP txn act 1.1, ERa coact pot 109, PLAP act 1.2, Ecoli WT expand 4, Mac1 fbg inh -19, ERb SRC1 inh 4, ERa coact inh -28 and CD11b adhes enh 4.
